Assay outcomes: PubChem BioAssay, several laboratories
PhoP inhibition = inhibitors of PhoP regulon expression, primary screen, Salmonella Typhimurium, GFP reporter (AID 1863) | one-dose inhibition, % at 50 µM; IC50 in µM for titrated hits | 0.16% of 300,000 active | S. Typhimurium PhoP-regulated promoter GFP reporter, 4 h; higher % means a stronger effect;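 active = inhibition over 29.93%, a cutoff 3 SD above the screen mean, later confirmed by dose response; inconclusive = inhibition over 29.93% but no dose response follow-up; inactive = inhibition at most 29.93% or unconfirmed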;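 also: 0% = low Mg2+ inducing control and 100% = high Mg2+ repressing control; strong numbers were not always called active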
T cell modulator = modulates CD8 T cell binding to vesicles. 2C CD8+ T cell-vesicle binding, flow cytometry; hits give low values. calls only at 7 µM. 0.068% of 330,000 active. AID 2052;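 active = response, share of CD8 T cells binding vesicles, and their 90th percentile fluorescence all below set limits, cut at about 80% in these data, passing the limit was not always enough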
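Material: murine 2C transgenic CD8+ T lymphocytes / Also added: QL9-peptide-loaded Drosophila micro-vesicles bearing Ld, ICAM-1 and B7-1 / Schedule: binding step 1.5 h, 37 °C, antibody labelling 20 min, ice / Signal: flow cytometry, PE anti-B7-1 (FL2) versus Alexa647 anti-CD8 (FL8), PFA-fixed / Evaluation: percent CD8+ FL2 mean versus row control / Benchmarks: naked versus QL9-loaded vesicles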
SV40 large T antigen = SV40 large T antigen inhibitors, biochemical (AID 1903); 0.39% of 310,000 active; inhibition, % at 20 µM, or IC50 in µM where a hit was titrated; SV40 large T antigen ATPase/helicase inhibition assay; higher % means a stronger effect; in the data active = a potency from the dose series; inconclusive = inhibition mostly from about 32% at the one dose, without a potency; inactive = the rest, 99 in 100 with inhibition below about 32%; also: strong numbers were not always called active
RSV CPE inhibition = inhibition of RSV-induced cytopathic effect – HEp-2 cells, primary 10 µM value included (AID 2391). HEp-2 cells, RSV-induced CPE inhibition; higher % means a stronger effect. 0.13% of 310,000 active. CPE inhibition, % at 10 µM; hits with a dose series show IC50 in µM; in the data active = a potency from the dose series; inconclusive = CPE inhibition mostly from about 23% at the one dose, without a potency; inactive = the rest, 99 in 100 with CPE inhibition below about 21%; also: strong numbers were not always called active
b-catenin transl = modulators of beta-catenin nuclear translocation; HeLa beta-catenin nuclear translocation, immunofluorescence imaging; nuclear translocation activity, % at 5 µM; 0.3% of 190,000 active;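 active = nuclear translocation activity above 50% at 5 µM, with a well cell count of 50 or more; inconclusive = wells under 50 cells across six images, flagged as toxic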;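 also: per-cell ratio of nuclear to cytoplasmic median beta-catenin stain intensity; plate controls were DMSO negative control for no effect and GSK-3 inhibitor IX positive control for full effect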
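Test system: human HeLa cells, endogenous beta-catenin. Times: 24 h compound exposure, 37°C. Measured by: beta-catenin immunofluorescence imaging with DAPI.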
Rac1 GTP hydrolysis = MgcRacGAP GTPase-activating activity inhibitors, confirmation, biochemical, ADP Hunter fluorescence; inhibition, % at 30 µM; hits with a dose series show IC50 in µM; AID 624330; MgcRacGAP-stimulated Rac1 GTP hydrolysis, ADP Hunter fluorescence; higher % means a stronger effect; GST-tagged Rac1 F28L mutant substrate; 0.6% of 340,000 active;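 active = first-screen hits whose inhibition reached a set limit at any dose in the follow-up dose series; inconclusive = inhibition above the set first-screen limit but never retested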;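 also: fluorescence reports GDP produced by GAP-driven GTP hydrolysis; strong numbers were not always called active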
West Nile antiviral = inhibition of WNV-induced cytopathic effect – cell-based, CPE readout (AID 1621); West Nile virus-infected cells, CPE inhibition; higher % means a stronger effect; 0.02% of 290,000 active; CPE inhibition, % at 10 µM; hits with a dose series show IC50 in µM; in the data active = a potency from the dose series; inconclusive = CPE inhibition mostly from about 3.7% at the one dose, without a potency; inactive = the rest, 99 in 100 with CPE inhibition below about 2.2%; also: strong numbers were not always called active
WT yeast gro inh = growth inhibition of WT yeast, mitochondrial fusion screen; mitochondrial fusion phenotypic screen, WT strain; inhibition, % at 10 µM; 2.1% of 190,000 active; AID 1362; in the data active = inhibition above about 58%; tested in S. cerevisiae
Myeloid diff MLP = compounds promoting myeloid differentiation; ER-HoxA9 myeloid progenitors, lysozyme-GFP differentiation, flow cytometry; 1% of 360,000 active; calls only at 10 µM; AID 624256;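 active = normalized GFP-positive differentiation at or above the plate's own cutoff, the solvent-only control mean plus 3 SD; inconclusive = no clear call, values can overlap the other calls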;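 also: cells exposed to compound for four days before flow analysis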
WT yeast gro inh mutant strain = second read-out of WT yeast gro inh, no call of its own (marks repeat the call); inhibition, %; mitochondrial fusion phenotypic screen, mutant strain inhibition
b-catenin transl cell count 5 µM = recorded beside b-catenin transl, whose call it bears; cell count; measured here: cell count, cytotoxicity flag
T cell modulator vesicle-bound % = second read-out of T cell modulator, no call of its own (marks repeat the call); double positive events, %; measured here: CD8+ vesicle-bound cell fraction;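 binding gate set so that unloaded-vesicle control wells show 10% double positive cells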
Myeloid diff MLP GFP+ MAC1+ % = further read-out of Myeloid diff MLP, marked with its call; GFP+ MAC1+ double positive, %; measured here: differentiation confirmed by MAC1 staining
The depositor's hits bear a star; i = inactive; ? = inconclusive; / = no result given.

SMILES	PhoP inhibition	T cell modulator	T cell modulator vesicle-bound %	SV40 large T antigen	RSV CPE inhibition	b-catenin transl	b-catenin transl cell count 5 µM	Rac1 GTP hydrolysis	West Nile antiviral	WT yeast gro inh	WT yeast gro inh mutant strain	Myeloid diff MLP	Myeloid diff MLP GFP+ MAC1+ %
N/C(=N\OC(=O)Cc1ccccc1[N+](=O)[O-])c1ccncc1	-0.3%	i	51.7	-0.1%	0.1%	/	/	6.7%	-1.2%	2.7	8.1	i	0.1
Cc1ccc(S(=O)(=O)n2c3ccc(Cl)cc3c3nc(C)sc32)cc1	4.9%	/	/	-0.8%	/	-0.5	916	3.3%	1.1%	63.8*	-0.2*	i	0.1
Cc1ccc(C(=O)NCC(=O)NCC(=O)OCc2ccc(Cl)cc2)cc1	0.3%	i	43.5	-5.8%	1.9%	3.4	1057	8.0%	0.1%	1.2	-17.6	i	0.6
Cc1occc(=O)c1OCc1ccccc1	1.9%	i	54.8	19.1%	1.6%	0.3	1077	9.3%	0.5%	-20.0	7.4	i	0.3
Nc1n[nH]c(-c2ccccc2)c1-c1ccccc1	-6.9%	i	28.2	3.2%	1.8%	-0.5	977	4.7%	0.1%	-7.5	-12.0	i	1.3
CCOCCn1c(N2CCN(c3ccc(OC)cc3)CC2)nc2c1c(=O)[nH]c(=O)n2C	2.9%	i	33.6	27.5%	1.3%	1.7	1122	17.7%	-0.2%	-11.8	-13.0	i	0.9
COC(=O)Nc1nnc(/C=C/c2ccccc2)s1	-17.3%	i	44.1	5.3%	1.1%	-4.3	565	7.6%	0.1%	-4.2	-2.5	i	0.2
COc1ccc(-c2nc3c(Br)c(N)c(Br)cc3o2)cc1	-6.5%	i	38.5	3.8%	3.1%	-3.3	1136	-0.2%	/	11.3	-9.3	i	4.0
CCC1=NN(C(=O)c2cccc([N+](=O)[O-])c2)C(O)(c2ccc(C)cc2)C1 (stereo unspecified)	-4.4%	i	54.9	7.4%	?	/	/	5.6%	-1.3%	/	/	i	0.6
CC(C)CCNC(=O)NC(=O)COC(=O)c1cc(S(=O)(=O)N2CCOCC2)ccc1N1CCCCC1	9.5%	i	52.3	17.2%	1.6%	-1.2	1104	2.8%	-0.3%	1.3	8.1	i	1.0
CC(=O)c1cccc(-n2nnnc2SCC(=O)Nc2ccccc2N2CCCCC2)c1	-1.9%	i	27.3	4.2%	3.2%	-6.5	1191	13.1%	-0.5%	17.1	5.7	i	0.6
CCC1CCCCN1S(=O)(=O)c1ccc(NC(=O)c2nc(S(C)(=O)=O)ncc2Cl)cc1 (stereo unspecified)	-3.8%	i	41.4	44.8µM*	2.8%	/	/	21.3%	0.7%	/	/	?	/
COc1cc(-c2cc(C(=O)Nc3ccc(N4CCOCC4)cc3)c3ccccc3n2)cc(OC)c1OC	-14.0%	i	48.6	15.8%	0.8%	-0.2	1118	-8.2%	-0.2%	/	/	i	0.3
Cc1cccc(Nc2nc3c(S(=O)(=O)c4ccccc4)nnn3c3ccccc23)c1	-4.0%	i	48.1	8.9%	2.3%	-7.3	556	2.7%	0.1%	5.5	-5.6	i	0.8
CC(=O)N1CCN(C(=O)c2cc(S(=O)(=O)NCc3ccccc3)ccc2C)CC1	3.5%	i	18.2	17.9%	1.2%	/	/	8.8%	-0.1%	/	/	i	0.7
COc1ccc2[nH]cc(C(=O)CN3CCC(C)CC3)c2c1	7.4%	i	14.8	10.7%	0.9%	0.4	1162	-3.9%	-0.1%	7.2	8.6	i	11.7
O=C1CCC(=O)N1OCCCCOc1ccccc1	-6.1%	i	41.2	0.8%	2.1%	/	/	14.0%	0.2%	-15.8	2.5	i	1.0
O=C(CSc1ccccc1)NCc1cccnc1	-3.4%	i	57.6	18.7%	1.2%	-2.4	1168	4.5%	/	26.2	10.8	i	0.2
COc1ccc2[nH]c(C(=O)O)c(NS(=O)(=O)c3ccc(C)cc3C)c2c1	-5.1%	i	3.5	-69.6%	3.9%	/	/	0.6%	0.0%	/	/	i	1.0
O=C(N/N=C/CCc1ccccc1)c1ccccc1	9.9%	i	42.5	0.0%	0.9%	-1.5	1407	5.1%	0.6%	-10.7	-0.7	i	0.7
CCC(C)Oc1nc2c(c(=O)n(C)c(=O)n2C)n1C (stereo unspecified)	-1.8%	i	41.6	4.5%	1.5%	-4.5	1100	2.9%	-0.7%	/	/	i	0.9
COc1ccccc1-c1noc(-c2ccccc2C(=O)Nc2ccccc2)n1	-13.5%	i	54.8	13.7%	2.1%	2.7	1154	3.1%	-0.1%	9.7	19.2	i	1.3
CC(OC(=O)Cc1n[nH]c(=O)c2ccccc12)C(=O)Nc1ccccc1[N+](=O)[O-] (stereo unspecified)	6.0%	i	11.2	26.5%	1.4%	/	/	6.8%	-0.4%	/	/	i	1.0
O=S(=O)(NCC(c1ccccc1)N1CCNCC1)c1ccc(Cl)cc1 (stereo unspecified)	-5.7%	i	42.9	2.5%	-1.1%	-0.9	1021	7.3%	0.0%	14.1	10.8	i	1.2
CCOc1ccccc1N1CCN(CC(O)COc2ccc3c(C)cc(=O)oc3c2)CC1 (stereo unspecified)	1.4%	i	16.7	-0.3%	-1.3%	0.1	1042	4.2%	-0.5%	12.0	8.0	i	0.8
O=C1CCN2C=Nc3cccc4ccc1c2c34	-256.4%	i	10.2	11.5%	0.7%	9.9	1036	17.4%	0.2%	2.7	18.1	i	1.4
O=C(c1ccco1)N1CCCSC1=Nc1ccccc1	-2.0%	i	58.8	7.8%	0.5%	-0.5	907	0.4%	0.1%	4.2	-4.0	i	1.4
NCCOc1ccc(C2CCCCC2)cc1	4.3%	i	35.2	-2.2%	3.9%	-4.2	547	4.2%	0.6%	15.6	10.8	i	0.0
COc1ccc2cc(-c3ccon3)ccc2c1	-5.8%	i	29.7	25.2%	18.7%	/	/	7.8%	0.2%	/	/	i	1.2
CC1CCN(CCCOc2ccc(Cl)cc2Br)CC1	10.6%	i	16.3	3.2%	-1.8%	-1.8	1070	20.7%	-0.9%	27.3	18.1	i	0.7
COc1ccc(NC(=S)NC(NC(=O)CCl)C(Cl)(Cl)Cl)c([N+](=O)[O-])c1 (stereo unspecified)	-6.8%	i	56.0	18.1%	2.2%	0.3	1163	13.5%	1.1%	5.3	13.3	i	0.6
CCc1ccc(NC(=O)CSc2nnc(C3CC3)n2CC2CCCO2)cc1 (stereo unspecified)	-0.7%	i	35.9	1.2%	0.0%	/	/	-1.7%	-0.7%	/	/	i	1.3
COc1ccc(-c2cc(C(F)(F)F)nc(SCCC(=O)Nc3cc(C)on3)n2)cc1	8.1%	i	4.6	0.4%	2.9%	-1.7	888	15.2%	0.1%	-4.9	-10.0	i	0.5
NC(=O)CNC(=O)[C@@H]1CC2(CC(c3cccc([N+](=O)[O-])c3)=NO2)CN1C(=O)c1ccccc1 (stereo partly specified)	2.2%	i	12.2	3.9%	-0.1%	-1.1	1432	12.7%	0.4%	1.7	-14.5	i	2.7
Cc1cccc(CCNC(=O)c2oc3c(C)c(C)ccc3c2C)n1	-3.3%	i	58.1	11.2%	19.6%	/	/	12.7%	-0.9%	/	/	i	0.9
O=c1cc(C23CC4CC(CC(C4)C2)C3)[nH][nH]1	3.1%	i	34.7	12.5%	0.2%	3.6	1132	8.8%	-0.1%	-16.3	-7.9	i	0.7
CCOP(=O)(OCC)C(Nc1cccc([N+](=O)[O-])c1)c1ccc(OC)cc1 (stereo unspecified)	-4.1%	i	16.5	1.0%	1.4%	0.0	1330	/	0.5%	/	/	i	0.0
N#Cc1ccc(NC(=O)c2cc(-c3cccs3)on2)cc1	-0.7%	i	35.7	9.7%	-1.8%	-2.3	1066	10.7%	-0.4%	-4.9	-16.1	i	0.4
COC(=O)c1ccc(COc2cccc3c2CCN(Cc2ccccc2)C3=O)o1	-14.9%	i	43.2	4.9%	13.8%	0.3	1165	0.2%	/	-0.5	-17.7	i	1.1
CCOc1ccc(-n2c(SCC(=O)NCc3ccco3)nnc2-c2c[nH]c3ccccc23)cc1	3.6%	i	50.5	6.0%	2.3%	-4.9	1141	-6.0%	-0.1%	-11.9	-0.8	i	2.0
O=C(O)CCn1cc(C2CC(c3ccccc3)=NN2c2ccccc2)c(-c2ccccc2)n1 (stereo unspecified)	-2.1%	i	33.2	10.9%	?	0.8	1143	2.2%	0.2%	-17.7	-2.2	i	0.3
CN(C)S(=O)(=O)c1ccc(NC(=O)COC(=O)c2ccccn2)cc1	12.3%	i	33.4	0.3%	3.0%	2.9	1374	11.8%	0.1%	12.8	18.8	i	1.4
CC(=O)c1ccccc1NC(=O)CCCNC(=O)c1ccc(Cl)cc1	-4.3%	i	23.6	1.5%	0.1%	/	/	2.5%	-0.9%	/	/	i	0.7
CC(=O)C1=C(O)C(=O)N(CCCn2ccnc2)C1c1ccc(Cl)cc1 (stereo unspecified)	3.2%	i	5.4	3.4%	0.2%	-0.5	1486	0.8%	-0.4%	-17.8	8.1	i	0.3
COc1ccc(CCNC(=O)CSc2n[nH]c(N)n2)cc1OC	-2.9%	i	24.3	7.3%	1.3%	/	/	9.6%	0.0%	/	/	i	2.2

Some of these compounds in order of SMILES length, highest first:
SMILES	PhoP inhibition	T cell modulator	T cell modulator vesicle-bound %	SV40 large T antigen	RSV CPE inhibition	b-catenin transl	b-catenin transl cell count 5 µM	Rac1 GTP hydrolysis	West Nile antiviral	WT yeast gro inh	WT yeast gro inh mutant strain	Myeloid diff MLP	Myeloid diff MLP GFP+ MAC1+ %
COc1ccccc1-c1noc(-c2ccccc2C(=O)Nc2ccccc2)n1	-13.5%	i	54.8	13.7%	2.1%	2.7	1154	3.1%	-0.1%	9.7	19.2	i	1.3
COc1ccc(CCNC(=O)CSc2n[nH]c(N)n2)cc1OC	-2.9%	i	24.3	7.3%	1.3%	/	/	9.6%	0.0%	/	/	i	2.2
O=C(CSc1ccccc1)NCc1cccnc1	-3.4%	i	57.6	18.7%	1.2%	-2.4	1168	4.5%	/	26.2	10.8	i	0.2
